MmCpn inh = Inhibitors of TCP-1 ring complex (TRiC) of Methanococcus maripaludis (MmCpn): qHTS | Chaperonin Mm-Cpn (Methanococcus maripaludis) | actives 0.031% (n = 330,000) | Potency, µM (highest dose often 76.9 µM), for the others: top-dose activity, negative = inhibition, hits mostly inhibitors | purified Mm-Cpn ATPase, ADP Transcreener TR-FRET | AID 504842, 2011; further: potency means the concentration at half of the fitted maximal effect; on the % scale 0 is the no-effect control and ±100 the full control effect; nearly all actives have a fitted effect of over 80% in size
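Compound-treated chaperonin, 25 nM final, turns over 10 uM ATP at 37°C for 30 min following a 10 min preincubation; ADP generated competes with ADP-d2 for Eu-cryptate antibody, lowering FRET.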
A549 viability = Nrf2 qHTS screen for inhibitors: counterscreen for cytotoxicity; A549 ARE-Fluc cells, CellTiter-Fluor viability, 18-24 h; Potency, µM (titrated, usually from 46 µM), for inactives: at the highest dose activity change, negative = cytotoxicity, usual class: inhibitors; actives 0.16% (n = 390,000); AID 504648, 2011; further: potency means the concentration at half of the fitted maximal effect; on the % scale 0 is the no-effect control and ±100 the full control effect
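Cytotoxicity counterscreen: CellTiter-Fluor fluorescence was measured in A549 ARE_Fluc cells after 18-24 h of compound exposure in a concentration series. The subsequent BugLite luminescent read reports ARE-luciferase activity.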
CCT modulator = High-Throughput Screening for Modulators of Cytosolic Chaperonin Activity; purified chaperonin ATPase assay, HTRF ADP detection, 30 min; actives 0.3% (n = 360,000); activity change, % (concentration not given with the values), hits read low; in the data active means activity change below about -30%; further: on the % scale 0 is the no-effect control and ±100 the full control effect
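We incubate TRiC, 40 or 20 nM final, with library compounds at 76 uM and 10 uM ATP for 30 min at 37 °C. ADP formed is detected with Transcreener HTRF reagents after 30 min at room temperature.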
EPAC2 ag = qHTS for Agonist of cAMP-regulated guanine nucleotide exchange factor 4 (EPAC2): primary screen; Rap guanine nucleotide exchange factor 4 (Homo sapiens), Q8WZA2; EPAC2 activation, biochemical qHTS; response scale: 100% = 6.5 mM cAMP response; Potency, µM (highest dose often 154 µM), without a hit: top-dose activation, hits mostly activators; actives 0.079% (n = 360,000); AID 720711, 2013; further: potency means the concentration at half of the fitted maximal effect; nearly all actives have a fitted effect of over 50% in size
Target sequence (Q8WZA2 whole entry, looked up): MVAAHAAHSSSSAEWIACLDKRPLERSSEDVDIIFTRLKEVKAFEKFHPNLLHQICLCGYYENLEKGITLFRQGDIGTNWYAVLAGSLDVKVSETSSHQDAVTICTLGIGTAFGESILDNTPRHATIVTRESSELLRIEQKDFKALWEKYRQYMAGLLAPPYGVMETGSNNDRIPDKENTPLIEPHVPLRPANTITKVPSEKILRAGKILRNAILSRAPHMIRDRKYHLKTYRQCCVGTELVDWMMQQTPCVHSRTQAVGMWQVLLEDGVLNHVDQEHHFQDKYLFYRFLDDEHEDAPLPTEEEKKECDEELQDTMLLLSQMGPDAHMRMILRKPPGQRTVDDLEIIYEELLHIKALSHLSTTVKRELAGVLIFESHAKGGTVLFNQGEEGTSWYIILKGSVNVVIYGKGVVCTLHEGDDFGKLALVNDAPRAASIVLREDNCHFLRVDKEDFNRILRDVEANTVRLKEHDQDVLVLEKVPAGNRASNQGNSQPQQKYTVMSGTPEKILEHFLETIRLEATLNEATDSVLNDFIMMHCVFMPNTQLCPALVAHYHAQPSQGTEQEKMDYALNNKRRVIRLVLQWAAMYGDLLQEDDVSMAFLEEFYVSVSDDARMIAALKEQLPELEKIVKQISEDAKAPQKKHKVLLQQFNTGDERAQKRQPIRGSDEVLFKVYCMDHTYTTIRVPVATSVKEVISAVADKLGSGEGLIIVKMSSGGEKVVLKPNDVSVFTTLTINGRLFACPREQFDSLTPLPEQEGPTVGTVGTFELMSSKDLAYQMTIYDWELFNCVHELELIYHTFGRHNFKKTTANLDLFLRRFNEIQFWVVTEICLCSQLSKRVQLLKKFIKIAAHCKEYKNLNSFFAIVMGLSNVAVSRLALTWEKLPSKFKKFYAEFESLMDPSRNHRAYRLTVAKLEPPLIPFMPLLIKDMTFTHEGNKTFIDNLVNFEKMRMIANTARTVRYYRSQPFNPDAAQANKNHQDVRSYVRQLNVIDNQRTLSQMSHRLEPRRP
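Guanine nucleotide exchange by EPAC2 is measured as reduced fluorescence of BODIPY-GDP once it is released from 250 nM Rap1B. Plates are read kinetically for 30 min at room temperature; results are scaled to 6.5 mM cAMP.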
TGFb inhibitor = qHTS for Inhibitors of TGF-b; actives 1.2% (n = 410,000); AID 588855, 2011; HepG2 CAGA-GFP TGF-b/SMAD3 reporter, GFP fluorescence, 18 h; TGF-beta stimulated, 500 pg/mL final; Potency, µM (doses to about 46.1 µM), for inactives: at the top dose activity, negative = inhibition, usual class: inhibitors; further: potency means the concentration at half of the fitted maximal effect; on the % scale 0 is the no-effect control and ±100 the full control effect; nearly all actives have a fitted effect of over 65% in size
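Smad-responsive CAGA-GFP expression was quantified in HEPG2 cells exposed to compounds and 500 pg/mL final TGF-beta for 18 h at 37 degrees C; unstimulated wells defined full inhibition.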
Akt phos inh = HTS Assay for Inhibitors of Akt Phophorylation: Primary Screen; Neuro2A IGF-stimulated pAkt S473 HTRF, 20 min; stronger effect = lower value; actives 0.32% (n = 360,000); AID 651550, 2012; activity change, % for hits at 50 µM; in the data active means activity change below about -80%; inconclusive means mostly about -51% to -80%; further: on the % scale 0 is the no-effect control and ±100 the full control effect
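Neuro2A cells in DMEM with 0.5% FBS, overnight at 37 deg C, given compound at single 50 µM final, then IGF (6 nM final) for 20 min at 37 deg C. Lysed; phospho-Akt Ser473 by HTRF after 24 h, 665/615 ratio.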
Nrf2 activator = qHTS of Nrf2 Activators; AREc32 ARE-luciferase reporter (MCF7-derived line), luminescence, 24 h; Potency, µM (top dose mostly 46.1 µM), for inactives: at the top dose activation, hits mostly activators; actives 0.31% (n = 410,000); AID 624171, 2012; further: potency means the concentration at half of the fitted maximal effect; % of control where 0% means no effect; nearly all actives have a fitted effect of over 65% in size
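For detection, Steady-Glo was added and plates sat 30 min at RT; before that, AREc32_Fluc cells grown overnight in OPTI-MEM/5% FBS had been treated with 23 nL compound for 24 hr at 37 deg C.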
Nrf2 inh = Nrf2 qHTS screen for inhibitors | Potency, µM (titrated, usually from 46 µM), for the others: at the top dose activity change, negative = inhibition, most hits filed as inhibitors | actives 2.1% (n = 360,000) | A549 ARE-Fluc reporter, luciferase luminescence, 18-24 h; further: potency means the concentration at half of the fitted maximal effect; on the % scale 0 is the no-effect control and ±100 the full control effect; nearly all actives have a fitted effect of over 60% in size
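In this cell-based qHTS, ARE-driven firefly luciferase in A549 cells reports Nrf2 activity; the luminescent signal after BugLite lysis is the measured value, with a prior CellTiter-Fluor read for cell health.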
EPAC2 antag = qHTS for Antagonist of cAMP-regulated guanine nucleotide exchange factor 2 (EPAC2): primary screen. EPAC2 GEF exchange of Rap1B-BODIPY-GDP, fluorescence. actives 0.18% (n = 360,000). Potency, µM (highest dose often 114 µM), for inactives: top-dose activity, negative = inhibition, actives largely listed as inhibitors. Rap guanine nucleotide exchange factor 4 (Homo sapiens), Q8WZA2; further: potency means the concentration at half of the fitted maximal effect; on the % scale 0 is the no-effect control and ±100 the full control effect; nearly all actives have a fitted effect of over 45% in size; many of its hits are not listed in these tables
An asterisk follows results filed as active; i = inactive; u = inconclusive; x = no result given. Unless noted, the call rests on the fitted dose curve; in most records, active means well fitted curve in the direction sought with a large enough effect; inconclusive means small, poorly fitted or top-dose-only effect, or another doubt; inactive means no such curve, though single readings can be large; an effect the other way counts as inactive or inconclusive.

#1 COc1ccccc1NS(=O)(=O)NC(=O)c1cn(C)c2ccccc12
#2 CC(=O)C1=C(NC(=O)c2ccccc2F)C[C@@H]2[C@H]1C2(C)C
#3 O=S(=O)(c1cccc(C(F)(F)F)c1)N1CCC(CO)(CCCc2ccccc2)CC1
#4 COc1ccc(-c2cc(C)no2)cc1S(=O)(=O)N1CCCCC1
#5 C=C(C)CNC(=O)c1ccc2nc(Cc3ccc(OC)cc3)oc2c1

Compound	1	2	3	4	5
MmCpn inh	-2%	0%	0%	0%	-1%
A549 viability	-7%	1%	-7%	2%	15%
CCT modulator	-1.1	-2.3	-0.4	-0.6	-2.0
EPAC2 ag	-5%	-5%	-4%	3%	10%
TGFb inhibitor	1%	-14%	u	-9%	-9%
Akt phos inh	i	i	i	x	i
Nrf2 activator	0.0%	-0.7%	3.6%	0.4%	5.5%
Nrf2 inh	3%	1%	u	7%	u
EPAC2 antag	-5%	-7%	-26%	-9%	10%

#6 CC(=O)c1cccc(NC(=O)CSc2nc(N3CCCCC3)nc(N3CCCCC3)n2)c1
#7 CCC(C)NC(=O)CCS(=O)(=O)c1ccc2c(c1)n(C)c(=O)c(=O)n2C (configuration not stated)
#8 N=C1N(c2ccccc2)C(=S)C(=Nc2ccccc2)N1c1ccccc1
#9 Cc1cc(Cl)ccc1NS(=O)(=O)c1c(C)[nH]c(=O)[nH]c1=O
#10 CCOc1ccc(S(=O)(=O)N(C)CC(=O)NCc2ccccn2)cc1Cl

Compound	6	7	8	9	10
MmCpn inh	-3%	2%	x	-1%	-3%
A549 viability	2%	0%	-1%	-5%	1%
CCT modulator	-1.2	-3.9	-3.2	-1.0	-0.9
EPAC2 ag	-4%	8%	8%	3%	2%
TGFb inhibitor	-4%	-7%	1.6µM*	-7%	-23%
Akt phos inh	i	i	i	i	i
Nrf2 activator	-0.1%	-0.3%	7.4%	-0.3%	0.3%
Nrf2 inh	-10%	3%	17%	0%	13%
EPAC2 antag	-7%	4%	9%	0%	0%

#11 CC(O)[C@H]1CN=C(N)N1CCc1cc(C(F)(F)F)cc(C(F)(F)F)c1 (some centres not stated)
#12 Cc1ccc(Nc2ccccc2)nn1
#13 CSCCC(NS(=O)(=O)c1ccc2c(c1)OCCO2)C(=O)N(C)Cc1ccccc1F (configuration not stated)
#14 COc1cc(C=C2C(=O)c3ccccc3C2=O)cc(OC)c1
#15 CN(C)c1nnnn1-c1ccc(Cl)cc1

Compound	11	12	13	14	15
MmCpn inh	1%	-7%	0%	-18%	-3%
A549 viability	-6%	-3%	-2%	-1%	1%
CCT modulator	0.6	0.9	-2.0	-2.0	2.4
EPAC2 ag	9%	0%	1%	-2%	1%
TGFb inhibitor	3%	-5%	10%	14%	-1%
Akt phos inh	i	i	i	i	i
Nrf2 activator	1.4%	0.1%	-0.8%	0.1%	0.0%
Nrf2 inh	2%	15%	-11%	1%	-16%
EPAC2 antag	6%	6%	-6%	20%	10%

#16 CN(C)c1ccc(CSc2ccccc2)cc1
#17 Cc1n[nH]c(C)c1N=Nc1ccc(Br)cc1
#18 CCOc1ccc(C(C)=O)cc1CSc1nnc(-c2ccncc2)n1CCOC
#19 COc1ccc(-n2nc3c(c2NC(=O)Cc2cccc(C)c2)CS(=O)C3)cc1 (configuration not stated)
#20 Cc1ccccc1NC(=S)Nc1ccc(Br)cc1

Compound	16	17	18	19	20
MmCpn inh	x	-4%	-1%	1%	1%
A549 viability	3%	-9%	1%	2%	3%
CCT modulator	0.1	-2.3	0.3	0.9	-2.3
EPAC2 ag	-5%	5%	1%	-4%	13%
TGFb inhibitor	15%	u	-5%	3%	0%
Akt phos inh	i	i	i	i	i
Nrf2 activator	2.6%	7.7%	0.1%	-0.9%	-0.1%
Nrf2 inh	u	11%	-1%	-1%	0%
EPAC2 antag	12%	-2%	-4%	-3%	0%

Entries of single compounds as entered above. Order of values: MmCpn inh, A549 viability, CCT modulator, EPAC2 ag, TGFb inhibitor, Akt phos inh, Nrf2 activator, Nrf2 inh, EPAC2 antag
`Cc1n[nH]c(C)c1N=Nc1ccc(Br)cc1` in the list: -4%, -9%, -2.3, 5%, u, i, 7.7%, 11%, -2%
`Cc1ccccc1NC(=S)Nc1ccc(Br)cc1` in the list: 1%, 3%, -2.3, 13%, 0%, i, -0.1%, 0%, 0%

Next structures follow.
#21 CC1CCCC(NC(=O)COC(=O)CCC(=O)c2cccs2)C1C (configuration not stated)
#22 COc1cc(OC)cc(C(=O)NC(C(=O)NNC(=O)c2cc(Cl)ccc2OC)C(C)C)c1 (configuration not stated)
#23 CCC1(c2ccccc2)NC(=O)N(CC(=O)Nc2ccc(S(=O)(=O)Nc3ncccn3)cc2)C1=O (configuration not stated)
#24 O=C(C1=C(O)C(=O)N(c2ncccn2)C1c1cccs1)c1ccco1 (configuration not stated)
#25 Cc1ccc(NC(=O)NN2CCOCC2)cc1

Compound	21	22	23	24	25
MmCpn inh	2%	2%	0%	-4%	-4%
A549 viability	6%	3%	-3%	u	0%
CCT modulator	-0.1	1.5	0.3	1.3	0.4
EPAC2 ag	-2%	2%	-1%	5%	0%
TGFb inhibitor	-4%	u	2%	2%	1%
Akt phos inh	i	i	i	x	i
Nrf2 activator	-0.4%	0.7%	-0.5%	3.4%	1.9%
Nrf2 inh	12%	2%	10%	1%	u
EPAC2 antag	-9%	-15%	2%	-1%	-1%

#26 CCOC(=O)c1sc2ccccc2c1S(=O)(=O)N1CCN(c2cccc(C)c2)C(C)C1 (configuration not stated)
#27 CN(C)S(=O)(=O)c1ccc(C(=O)OCC(=O)Nc2cccnc2Cl)cc1
#28 COc1ccc(-n2c(COc3cccc4ccccc34)nnc2SCC#N)cc1
#29 O=C(O)c1ccccc1NC(=O)N1CCOCC1
#30 COc1ccc(OC)c(N(CC(=O)N2CCN(Cc3ccccc3)CC2)S(C)(=O)=O)c1

Compound	26	27	28	29	30
MmCpn inh	x	-5%	-2%	3%	3%
A549 viability	26%	6%	-7%	-3%	2%
CCT modulator	x	1.0	-1.2	-2.8	-1.9
EPAC2 ag	x	2%	10%	4%	6%
TGFb inhibitor	-12%	9%	u	-2%	-8%
Akt phos inh	x	i	i	i	i
Nrf2 activator	0.0%	-0.6%	2.7%	0.0%	-1.0%
Nrf2 inh	-11%	18%	-14%	13%	1%
EPAC2 antag	x	1%	-1%	-5%	6%

TGFb inhibitor, what is marked active above
| no. | Structure | MmCpn inh | CCT modulator | EPAC2 ag | TGFb inhibitor | Akt phos inh | Nrf2 activator | Nrf2 inh | EPAC2 antag |
| --- | --- | --- | --- | --- | --- | --- | --- | --- | --- |
| 8 | N=C1N(c2ccccc2)C(=S)C(=Nc2ccccc2)N1c1ccccc1 | x | -3.2 | 8% | 1.6µM* | i | 7.4% | 17% | 9% |

(cont.)
#31 O=C(/C=C\N1CCOCC1)c1ccc(Br)cc1
#32 Cc1ccc(-c2cnn(-c3cccc([N+](=O)[O-])c3)c2N)cc1
#33 O=C1C(Cl)=C(Nc2ccc(F)cc2)C(=O)N1CCc1ccccc1
#34 CCOc1ccc(OCCOC(=O)CN(C)S(=O)(=O)c2ccc(NC(C)=O)cc2)cc1
#35 O=C(CSc1ccccc1)NNC(=O)c1ccncc1

Compound	31	32	33	34	35
MmCpn inh	-5%	-1%	0%	0%	2%
A549 viability	-12%	-2%	-5%	-5%	0%
CCT modulator	1.7	1.8	-0.9	-3.0	0.1
EPAC2 ag	-2%	-10%	-8%	-7%	-1%
TGFb inhibitor	-1%	-13%	2%	-3%	8%
Akt phos inh	i	i	i	i	i
Nrf2 activator	3.7%	0.7%	17%	-0.1%	0.1%
Nrf2 inh	6%	12%	-16%	14%	-1%
EPAC2 antag	0%	11%	3%	10%	9%

#36 Cc1ccc(/C(O)=C2/C(=O)C(=O)OC2c2ccc(Cl)cc2)cc1 (configuration not stated)
#37 Cc1cc(C)n(CC(=O)N2CCCC(N3CCN(c4ccccc4C)CC3)C2)n1 (configuration not stated)
#38 O=C(NCCO)C(=O)Nc1cc2c3c(c1)CC(=O)N3CCC2
#39 CCc1nn(CC(=O)NCCc2ccc(Cl)cc2)c(=O)c2cc3c(OC)cccc3n12
#40 O=C1N(Cc2ccccc2)c2ccccc2C12OCCO2
#41 COC(=O)C1=C(SC)N(c2ccccc2)C(c2ccccc2)CC1=O (configuration not stated)
#42 CC1CCCN(Cc2c(O)ccc3c4c(c(=O)oc23)CCCC4)C1 (configuration not stated)
#43 CCOC(=O)/C=c1\s/c(=C\c2ccc(C(F)(F)F)cc2)c(=O)n1CC(=O)NCc1ccco1

Compound	36	37	38	39	40	41	42	43
MmCpn inh	0%	-16%	1%	x	3%	0%	-7%	1%
A549 viability	-8%	1%	13%	12%	-1%	0%	0%	u
CCT modulator	-3.6	0.9	2.0	x	0.7	0.1	-2.1	2.0
EPAC2 ag	9%	6%	7%	x	4%	1%	7%	-13%
TGFb inhibitor	1%	-21%	-2%	3%	-11%	16%	4%	-20%
Akt phos inh	i	i	i	x	i	i	i	i
Nrf2 activator	0.9%	0.0%	6.8%	0.6%	-0.6%	2.1%	-0.4%	14%
Nrf2 inh	7%	-16%	u	27%	-25%	-3%	-9%	9%
EPAC2 antag	-2%	-13%	-7%	x	6%	-6%	1%	-15%

Screening results from PubChem BioAssay.

An excerpt. The share of hits here may be higher or lower than overall.
